# Assay outcomes (PubChem BioAssay)
# HTR5A ag: HTR5A agonism, opioid heterodimer counter-screen; activation, % at 9.3 µM; HTR5A agonist assay, luminescence, cell-based; P47898; 340,000 tested, 0.61% active; in the data active = activation mostly above about 9.5%, no sharp cut-off; inactive = mostly below about 7.6%;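 note: 0% = cells with vehicle only and 100% = reference agonist; strong numbers were not always called active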
# Target sequence (P47898 whole entry, looked up): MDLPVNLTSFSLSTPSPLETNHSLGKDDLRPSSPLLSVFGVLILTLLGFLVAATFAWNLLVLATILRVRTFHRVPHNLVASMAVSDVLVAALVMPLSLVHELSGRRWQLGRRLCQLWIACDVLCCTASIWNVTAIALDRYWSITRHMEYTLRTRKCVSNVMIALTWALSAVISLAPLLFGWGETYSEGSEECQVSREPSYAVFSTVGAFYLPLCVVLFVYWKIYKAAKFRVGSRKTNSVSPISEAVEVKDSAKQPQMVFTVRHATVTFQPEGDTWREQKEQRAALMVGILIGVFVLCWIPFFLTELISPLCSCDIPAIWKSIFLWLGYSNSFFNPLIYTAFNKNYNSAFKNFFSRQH
# SR-BI DiI inh: inhibitors of mouse SR-BI mediated HDL lipid uptake | 320,000 tested, 0.96% active | inhibition, % at 12.5 µM | ldlA[mSR-BI] CHO cells, DiI-HDL uptake fluorescence, 3 h | Q61009;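 active = mean replicate inhibition of at least 70% and a set share of replicates each scoring 70 or more; inconclusive = meets just one of the two criteria; inactive = fails both criteria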;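 note: 0% = median of neutral control wells and 100% = median of positive control wells; values of inactives mirror those of a sister screen read the other way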
# PvdQ inh: P. aeruginosa PvdQ acylase inhibition | purified PvdQ acylase, fluorescence plate reader | 340,000 tested, 0.063% active | inhibition, % at 10 µM; in the data active = inhibition above about 30%, passing the limit was not always enough; inconclusive = no clear call, values can overlap the other calls;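 note: 0% = vehicle neutral wells and 100% = reference inhibitor wells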
# Rtt109 Vps75: inhibitors of Candida albicans Rtt109/Vps75 histone acetyltransferase; inhibition, % at 34.9 µM; 330,000 tested, 0.16% active; purified Rtt109/Vps75, ThioGlo CoA-SH fluorescence, 4 h; AID 540336; Q5AAJ8;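 active = inhibition of at least 50% in every replicate; inconclusive = best replicate reaches 50% inhibition but some replicates fall short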
# Target sequence (Q5AAJ8 whole entry, looked up): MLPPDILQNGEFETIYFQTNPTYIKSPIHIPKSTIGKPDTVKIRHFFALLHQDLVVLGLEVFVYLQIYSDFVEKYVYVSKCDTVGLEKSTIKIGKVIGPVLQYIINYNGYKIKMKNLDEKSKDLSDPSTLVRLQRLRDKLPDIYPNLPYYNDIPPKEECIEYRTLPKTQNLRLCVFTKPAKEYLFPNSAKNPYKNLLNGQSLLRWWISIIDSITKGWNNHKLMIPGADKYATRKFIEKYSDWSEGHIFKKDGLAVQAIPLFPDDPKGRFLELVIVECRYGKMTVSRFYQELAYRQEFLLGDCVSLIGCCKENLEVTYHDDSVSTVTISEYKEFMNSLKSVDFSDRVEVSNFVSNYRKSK
# MITF act: increases MITF-driven TRPM1 promoter luciferase signal. SK-MEL-5 TRPM1-promoter luciferase, 24 h; % of positive control, neutral wells = 0. activation, % at 12.5 µM. 300,000 tested, 0.75% active. AID 588334;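 active = mean activation of at least 80% with every replicate also reaching 80%; inconclusive = mean reaches 80% but some replicate falls short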;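 note: 0% = neutral control wells and 100% = parthenolide positive control wells; values of inactives mirror those of a sister screen read the other way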
# CDK5 p35 inh: blocks human CDK5/p35 kinase activity. AID 488839. Q00535+Q15078. 330,000 tested, 0.01% active. inhibition, % at 10 µM. Recombinant CDK5/p35, ADP-Glo luminescence, 60 min;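 active = highest replicate inhibition of at least 50% and at least 75% of replicates reaching 50%; inconclusive = only one of the two criteria met; inactive = both criteria failed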;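 note: plate controls were DMSO neutral control for no effect and GW8510 at 10 µM for full effect; many of its hits are not listed in these tables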
# RTF Ca sens act: increases calcium sensitivity of human cardiac regulated thin filaments | P19429+P45379 | IANBD-labeled TnC RTF fluorescence at EC20 calcium; 0% EC20 calcium, 100% full calcium | activation, % at 7.2 µM | 340,000 tested, 0.24% active;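 active = activation above the mean over all tested compounds plus 3 SD, cut at about 30% in these data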;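 note: rise in fluorescence read as greater calcium sensitivity of cardiac thin filaments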
# Wnt bcat act: activators of Wnt/beta-catenin signaling | activation, % at 9.35 µM | Wnt/beta-catenin reporter cell assay, activator, plate reader | 300,000 tested, 1.2% active; in the data active = activation above about 30%, passing the limit was not always enough; inconclusive = no clear call, values can overlap the other calls;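 note: 0% = neutral control wells and 100% = positive control wells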
# dFosB activator: activators of mouse delta FosB homodimer. purified delta FosB, TAMRA-CDK5 oligo fluorescence polarization; percent of positive-control signal above neutral wells. activation, % at 25 µM. 340,000 tested, 0.99% active. AID 493131;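 active = mean activation above about 17%, with every replicate also reaching it, limit read from the data, passing the limit was not always enough; inconclusive = only one of the two conditions met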;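 note: fluorescence polarization rise as delta FosB binds a TAMRA Cdk5 AP-1 oligo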
# Target sequence (P13346 whole entry, looked up): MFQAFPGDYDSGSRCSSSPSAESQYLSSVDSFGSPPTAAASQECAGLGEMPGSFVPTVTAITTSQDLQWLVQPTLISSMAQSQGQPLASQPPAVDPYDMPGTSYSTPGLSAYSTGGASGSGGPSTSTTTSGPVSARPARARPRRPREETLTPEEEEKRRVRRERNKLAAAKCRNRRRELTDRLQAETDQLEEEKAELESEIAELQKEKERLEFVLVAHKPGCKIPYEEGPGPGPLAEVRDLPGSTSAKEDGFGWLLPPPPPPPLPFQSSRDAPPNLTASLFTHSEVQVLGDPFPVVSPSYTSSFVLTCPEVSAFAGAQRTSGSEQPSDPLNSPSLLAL
# SR-BI DiI-HDL act: activators of SR-BI mediated HDL lipid uptake. CHO ldlA[mSR-BI] cells, DiI-HDL uptake fluorescence, 3 h; 100 = double the neutral-control signal. activation, % at 12.5 µM. 320,000 tested, 0.096% active;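 active = mean replicate activation of at least 60% and every replicate at or above 60%; inconclusive = mean or all-replicate condition met, but not both; inactive = mean below 60% and not all replicates reaching 60%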;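 note: 0% = median plate neutral-control signal and 100% = twice that signal; values of inactives mirror those of a sister screen read the other way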
#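 Test system: SR-BI-overexpressing, LDLR-lacking CHO cells; Also added: labelled HDL, 10 µg/mL; Measured by: bottom-read cell fluorescence after medium removal, ex 550/em 595 nm; Timing: 3 h uptake period with compound, 37 °C; Buffer or medium: F12, 0.5% BSA, 25 mM HEPES; Doses: single compound concentration, delivered by pin transfer.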
# Active calls of the source: *; ? = inconclusive; · = no result given. Outcome played no part in choosing rows, and some 4.4% of all compounds hit somewhere here.
SMILES,HTR5A ag,SR-BI DiI inh,PvdQ inh,Rtt109 Vps75,MITF act,CDK5 p35 inh,RTF Ca sens act,Wnt bcat act,dFosB activator,SR-BI DiI-HDL act
CC(=O)c1cccc(NC(=O)c2ccc(N(C)S(=O)(=O)c3ccc(C)cc3)cc2)c1,10,69,11,27,-8,-0.5,1,-3,-7,-69
COc1ccc(/C=N/NC(=O)c2cccc(Br)c2)cc1COc1ccccn1,3,13,-15,5,-10,-0.7,4,-4,-13,-13
CCOC(=O)Cc1nn(Cc2nc(-c3ccc(C#N)cc3)cs2)c(=O)c2ccccc12,2,40,-7,-4,-3,-6.6,12,0,-3,-40
COc1cc(-c2nc(CN(C)Cc3nnc(C)o3)c(C)o2)ccc1F,0,15,6,13,-1,1.9,-6,-1,-6,-15
O=C(CSc1ccc2nnc(CCNS(=O)(=O)c3ccccc3)n2n1)Nc1nc2ccccc2s1,-2,-17,-2,-8,-21,2.3,7,·,0,17
N#Cc1ccc(C(=O)Nc2nnc(-c3ccco3)o2)cc1,5,-21,-8,-6,6,-0.5,-3,4,2,21
Cc1csc(=O)n1CCC(=O)OCC(=O)Nc1ccc(Cl)cn1,-1,-67,-6,-3,-12,4.7,-6,-2,-1,?
Cc1cc(NS(=O)(=O)c2ccc(NC(=O)COc3cc(C)c(Cl)c(C)c3)cc2)no1,-3,-12,-13,-15,-2,0.3,-4,3,-6,12
COc1ccc(CN2CCNC(=O)C2CC(=O)N(C)Cc2nccn2C)cc1OC (stereo not drawn),1,-35,-9,10,-9,1.1,-9,2,-6,35
CCN(c1nc(N)c(C(=O)N=C(N)N)nc1Cl)C(C)C,2,11,-3,-1,9,-1.6,2,-3,8,-11
COc1cc(C(=O)OCc2cc(=O)c(O)co2)ccc1OC(F)F,-3,·,-6,-10,7,-1.3,-1,1,-16,·
O=C(Cc1cccc2ccccc12)Nc1ccc(O)cc1C(=O)O,2,4,-22,1,5,-0.7,-3,0,-2,-4
COc1ccc(Cc2nnc(NC(=O)c3ccccc3F)s2)cc1OC,-2,7,-7,3,3,0.3,0,-2,0,-7
Cc1ccc(NC(=O)NC2CC(=O)N(c3ccc4c(c3)OCCO4)C2)cc1 (stereo not drawn),-2,-17,-14,-1,-3,-1.9,0,-2,-12,17
CCn1c(CCc2ccccc2)n[nH]c1=S,6,6,2,-14,-6,1.5,-2,-1,-2,-6
CN1OC[C@@H]2CN(Cc3cc(Cl)cc(Cl)c3)[C@H](c3cccc(Oc4ccccc4)c3)C[C@@H]21,-1,-7,-14,-5,-5,-0.5,2,-2,-3,7
Nc1nc(-c2ccco2)c(-c2ccco2)s1,6,-5,6,1,-4,0.7,-4,·,0,5
Cn1c(=O)oc2cc(S(=O)(=O)NCc3ccccn3)ccc21,-1,-16,-10,-1,·,0.4,5,2,-2,16
COC(=O)c1ccc(/C=N/N2CCN(Cc3ccccc3)CC2)cc1,1,-2,0,-12,4,0.9,3,·,-7,2
Cc1ccc(C2C(C#N)=C(N)Oc3n[nH]c(-c4cccs4)c32)s1 (stereo not drawn),-3,-10,-13,0,-4,1.9,-6,-1,0,10
N#CC1=C(Nc2ccccc2Cl)SC(c2ccccc2O)NC1=O (stereo not drawn),2,-1,-1,4,-14,3.7,3,4,-7,1
CCC1CN(C(=O)N2CCC(C(=O)NCc3ccccc3OC)CC2)c2cc(C)ccc2O1 (stereo not drawn),-3,81*,-19,7,-3,-3.3,-1,-1,-9,-81
COc1ccc(-c2c(C#Cc3ccc(N(C)C)cc3)c3ccccc3n2C)cc1,0,37,1,11,1,0.6,-2,5,-2,-37
COc1ccc(NC(=O)C(=O)NCC(=O)Nc2cccc(C(F)(F)F)c2)cc1,1,12,-3,-3,-2,-1.4,0,0,?,-12
CCOC(=O)C1CCN(C(=S)NC2CC3C=CC2C3)CC1 (stereo not drawn),·,19,-8,-4,·,0.4,·,0,-6,-19
O=C(NC1(C(F)(F)F)NC(=O)N(c2ccccc2F)C1=O)c1ccncc1 (stereo not drawn),3,-22,-16,-3,-2,0.0,9,-4,2,22
COc1ccc([N+](=O)[O-])cc1NS(=O)(=O)c1cc(C(=O)N2CCN(C)CC2)ccc1OC,-1,0,-10,-1,1,-0.2,2,-2,-2,0
COc1cc(/C=N/NC(=O)c2ccc3c(c2)OCCO3)c(Br)c(Br)c1O,-3,-23,-6,5,6,·,-1,1,10,23
CCCCN1Cc2cc(C(=O)c3cc(F)ccc3O)cnc2NC1=O,-3,·,2,-11,-5,1.2,-1,1,-13,·
Cc1nn(C)c(C)c1/C=C/C(=O)O,-1,-6,-3,2,6,-2.6,3,-1,5,6
Cc1cccc(Oc2coc3cc(OC(=O)c4cccs4)ccc3c2=O)c1,2,-26,-12,-3,9,-0.8,3,·,-6,26
O=C(CCCn1cc([N+](=O)[O-])cn1)NCc1ccccc1,-3,-2,-11,-3,13,-0.4,1,-1,8,2
Cn1c(CNc2ccc(Cl)cc2)nc2ccccc21,2,-14,-4,-5,·,-0.3,-1,25,-1,14
COc1ccc(Br)cc1/C=N/N1CCN(Cc2ccccc2)CC1,0,14,-20,1,·,-0.6,0,-1,1,-14
COc1ccc(N2CC(C(=O)OCC(=O)NCc3ccccc3)CC2=O)cc1 (stereo not drawn),0,-10,-5,1,2,-18,14,-1,5,10
COc1ccc(C(=O)NCCNc2ccc([N+](=O)[O-])cc2)cc1OC,-1,-2,-4,6,-1,-0.8,5,-2,-7,2
CCCc1cc(=O)[nH]c(SCC(=O)Nc2ccc3c(c2)CCC3)n1,-2,-4,6,12,-1,1.0,2,1,-8,4
C=CCNC(=S)N(CC)c1cccc2ccccc12,-4,-13,4,-5,10,2.9,-1,-9,0,13
O=C(c1cccs1)N1CCC(c2nc3c(nnn3Cc3ccccc3)c(=O)[nH]2)CC1,2,1,6,15,-15,-0.2,0,·,-7,-1
CC1(c2ccc3ccccc3c2)NC(=O)N(CC(=O)Nc2cccc(S(=O)(=O)N3CCOCC3)c2)C1=O (stereo not drawn),0,4,-6,7,-8,0.5,-3,0,-5,-4
Cc1ccc(Oc2coc3cc(O)ccc3c2=O)cc1,1,-11,-7,-1,31,0.1,5,5,-8,11
COc1ccc(C2C(C(C)=O)=C(O)C(=O)N2CCCn2ccnc2)cc1 (stereo not drawn),2,-46,-7,-1,2,-0.5,3,·,3,46
Cn1cccc1CNC(=S)Nc1cc(F)cc(F)c1,7,·,-13,-1,-1,0.2,0,2,-7,·
CC(=O)N1c2ccc(S(=O)(=O)N3CCC(C(=O)NC4CCCCC4)CC3)cc2CC1C (stereo not drawn),2,-12,-6,-2,-3,-0.5,-5,-5,-7,12
COC(=O)c1ccc(/C=N/NC(=O)CNc2cccc(C)c2)cc1,·,14,1,2,-5,0.1,·,0,2,-14
Cc1nn(-c2ccc([N+](=O)[O-])cc2)c(N)c1-c1ccccc1,-9,37,-9,7,97*,3.8,8,38*,6,-37
Nc1ccc(Sc2ccc([N+](=O)[O-])cc2)cc1,3,2,-10,·,8,-2.2,-3,1,0,-2
COc1ccc(C(=O)NC2c3ccccc3-c3ccccc32)cc1,4,-44,-8,·,-11,-1.9,0,-14,3,44
CCn1nnc2cc(C(=O)NCCc3ccccc3F)ccc21,2,·,2,0,7,1.8,-6,8,-11,·
Cc1cc(NC(=O)CSc2nnnn2C)n(-c2ccccc2)n1,-1,-9,6,0,3,0.5,-6,·,6,9
CC(Nc1nc(-c2ccccc2)nc2ccccc12)c1ccccc1 (stereo not drawn),2,-2,-7,11,5,0.0,1,-5,10,2
Nc1nnc(N2CCCCC2)s1,2,-16,-11,-2,-10,-2.8,-2,·,-5,16
CCOC(=O)C(NC(=O)Nc1ccc(F)cc1)(OCC)C(F)(F)F (stereo not drawn),-1,2,7,4,-2,-0.4,-5,-3,2,-2
Oc1ccccc1-c1cc(-c2ccccc2)n[nH]1,-2,33,-13,-9,52,0.1,1,53*,-5,-33
CC1(C)NC(=O)N(CC(O)COc2ccccc2-c2ccccc2)C1=O (stereo not drawn),1,-9,-12,-2,·,0.7,8,-1,2,9
C/C(=C1\SC(N2CCOCC2)=NC1=O)c1ccccc1,-2,-2,-9,·,·,-0.9,2,3,-1,2
O=C(c1csc2c1CCCC2)n1cccn1,4,·,4,9,9,2.4,-3,3,-1,·
CCOC(=O)c1nn(-c2ccc(C)cc2)c(=O)cc1OCC(=O)Nc1ccc(OC)cc1,0,69,-11,2,-4,2.3,2,3,-12,-69
CC1C=Cc2ccccc2N1C(=O)c1ccccc1 (stereo not drawn),-7,-11,22,2,15,0.8,0,-2,2,11
S=c1[nH]nc(-c2ccc(Cl)cc2)n1CC1CCCO1 (stereo not drawn),5,-3,-16,-13,-8,-0.1,1,0,-11,3
# Later entries
SMILES,HTR5A ag,SR-BI DiI inh,PvdQ inh,Rtt109 Vps75,MITF act,CDK5 p35 inh,RTF Ca sens act,Wnt bcat act,dFosB activator,SR-BI DiI-HDL act
COc1ccc(OC)c(-c2nc(CN3CCCCC3c3cccnc3)c(C)o2)c1 (stereo not drawn),-2,12,-6,·,6,0.3,0,0,-7,-12
CCCCSCCCNC(=O)Nc1cccc(OC)c1,-2,-19,-5,1,-1,-1.4,5,-3,-4,19
O=C1CN(CC(=O)N2CCCCC2)c2ccccc2O1,0,23,5,5,-14,1.5,7,·,-4,-23
CCOc1ccc(OCCSc2nc3ccccc3o2)cc1,4,-21,-6,-4,12,0.9,1,·,2,21
CCN(CC)CCn1cnc2c1c(=O)[nH]c(=O)n2Cc1ccccc1,·,4,20,13,0,1.3,-1,0,-7,-4
COc1cc(OC)cc(C(=O)N2CCN(Cc3ccccc3[N+](=O)[O-])CC2)c1,1,5,14,-4,5,-1.8,12,-1,-11,-5
Cc1cccc(NC(=S)N2CCN(c3cc(C)ccc3C)CC2)c1,-1,-3,-17,-5,1,0.7,1,·,-4,3
CC(C)NC1(C#N)CCN(Cc2ccccc2)CC1,0,-1,-4,1,4,0.1,1,-6,9,1
C=CC(=O)N1C/C=C\C(c2ccc(OC)cc2)N(Cc2ccc(F)cc2)C(=O)C1 (stereo not drawn),-1,-18,-10,11,3,1.7,5,-1,-1,18
O=C(Cc1cccc2ccccc12)Nc1ccc(-c2cc3ccccc3oc2=O)cc1,-2,63,-11,-8,-49,0.4,2,·,-2,-63
O=C(CCSc1ccccc1)Nc1nc2c(s1)CCCC2,-3,-25,0,0,23,-0.8,0,·,-7,25

# 2 entries from above, with values under each structure:
# Second line of a record: HTR5A ag, SR-BI DiI inh, PvdQ inh, Rtt109 Vps75, MITF act, CDK5 p35 inh, RTF Ca sens act, Wnt bcat act, dFosB activator, SR-BI DiI-HDL act
- Cc1cccc(NC(=S)N2CCN(c3cc(C)ccc3C)CC2)c1
  -1, -3, -17, -5, 1, 0.7, 1, ·, -4, 3
- CC(C)NC1(C#N)CCN(Cc2ccccc2)CC1
  0, -1, -4, 1, 4, 0.1, 1, -6, 9, 1
